# Assay outcomes: PubChem, several laboratories
# pPAFAH inh = pPAFAH enzyme inhibitors, primary screen, biochemical, fluorescence polarization, human; inhibition, % at 3.39 µM; recombinant pPAFAH, FP-rhodamine probe fluorescence polarization; 330,000 tested, 1.5% active;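 active = inhibition above the mean inhibition across the screen plus 3 SD, cut at about 25% in these data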;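 also: inhibitors block binding of the rhodamine activity-based probe so polarization drops; 0% = enzyme with DMSO and 100% = wells lacking pPAFAH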
# PAFAH1B2 FP inh = PAFAH1B2 enzyme inhibitors, primary screen, biochemical, fluorescence polarization, human; AID 492953, 2010; inhibition, % at 3.39 µM; recombinant PAFAH1B2, FP-rhodamine activity probe; Platelet-activating factor acetylhydrolase IB subunit alpha2 (Homo sapiens), P68402; 340,000 tested, 1.2% active;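 active = inhibition above the mean of all tested compounds plus 3 SD, cut at about 24% in these data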;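 also: 0% = enzyme with DMSO and 100% = wells lacking PAFAH1B2; many of its hits are not listed in these tables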
# Fam108B counter = mouse Fam108B serine hydrolase inhibitors, primary screen, counter-screen for RBBP9 inhibitor project, biochemical, fluorescence polarization; recombinant Fam108B, FP-Rh probe fluorescence polarization; inhibition, % at 9.51 µM; 300,000 tested, 0.33% active; AID 1947, 2009;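 active = inhibition above the screen mean inhibition plus 3 SD, computed separately per campaign, cut at about 18% in these data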;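 also: inhibitors lower polarization as less probe binds the enzyme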
# MEX-5 binding = MEX-5 zinc finger RNA-binding disruptors – biochemical, C. elegans, fluorescence polarization, MLPCN library, primary screen | MEX-5/FITC-TCR2 RNA binding; stronger effect = lower value | Zinc finger protein mex-5 (Caenorhabditis elegans), Q9XUB2 | 300,000 tested, 0.38% active | activity score (negative = inhibition of binding), % at 10 µM;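 active = inhibition past about -25% in most replicates, and total fluorescence under double the plate's negative control median, limit read from the data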;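 also: 0% = DMSO and -100% = 5 µM competing unlabeled TCR2 RNA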
# Target sequence (Q9XUB2 whole entry, looked up): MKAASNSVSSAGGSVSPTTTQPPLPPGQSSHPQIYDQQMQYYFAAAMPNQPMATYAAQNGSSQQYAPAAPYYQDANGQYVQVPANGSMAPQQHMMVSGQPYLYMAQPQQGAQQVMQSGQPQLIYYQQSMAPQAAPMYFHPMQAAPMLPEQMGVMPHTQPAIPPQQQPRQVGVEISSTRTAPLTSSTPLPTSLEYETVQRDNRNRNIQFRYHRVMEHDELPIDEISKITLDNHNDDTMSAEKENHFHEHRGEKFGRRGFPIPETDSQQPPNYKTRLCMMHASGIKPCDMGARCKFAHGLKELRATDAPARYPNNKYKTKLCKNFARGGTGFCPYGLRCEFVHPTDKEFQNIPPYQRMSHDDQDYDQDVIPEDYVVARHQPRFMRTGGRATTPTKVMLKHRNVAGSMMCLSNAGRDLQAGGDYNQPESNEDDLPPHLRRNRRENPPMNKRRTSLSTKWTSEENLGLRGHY
# Bcl-xL primary = inhibitors of human Bcl-xL, primary screen, biochemical, fluorescence polarization, HTS | Bcl-2-like protein 1 (Homo sapiens), Q07817 | GST-Bcl-xL / FITC-Bim BH3 peptide fluorescence polarization | inhibition, % at 10.9 µM | 320,000 tested, 0.7% active | AID 2129, 2009;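 active = inhibition above the mean of all tested compounds plus 3 SD, cutoff set per campaign, cut at about 30% in these data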;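 also: 0% = DMSO wells and 100% = unlabeled Bim-BH3 peptide competitor; inhibitors lower millipolarization by displacing the labeled peptide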
# MCL1-BIM inh = inhibitors of MCL1 binding to BIM-BH3, primary screen, biochemical, fluorescence polarization | 320,000 tested, 0.68% active | inhibition, % at 10.9 µM | Induced myeloid leukemia cell differentiation protein Mcl-1 (Homo sapiens), Q07820 | GST-MCL1 / FITC-Bim-BH3 fluorescence polarization | AID 2057, 2009;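 active = inhibition above the mean inhibition of all tested compounds plus 3 SD, set per campaign, cut at about 40% in these data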;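 also: 0% = DMSO wells and 100% = unlabeled Bim-BH3 peptide control; higher means more loss of mP so more displacement of Bim peptide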
# Target sequence (Q07820 whole entry, looked up): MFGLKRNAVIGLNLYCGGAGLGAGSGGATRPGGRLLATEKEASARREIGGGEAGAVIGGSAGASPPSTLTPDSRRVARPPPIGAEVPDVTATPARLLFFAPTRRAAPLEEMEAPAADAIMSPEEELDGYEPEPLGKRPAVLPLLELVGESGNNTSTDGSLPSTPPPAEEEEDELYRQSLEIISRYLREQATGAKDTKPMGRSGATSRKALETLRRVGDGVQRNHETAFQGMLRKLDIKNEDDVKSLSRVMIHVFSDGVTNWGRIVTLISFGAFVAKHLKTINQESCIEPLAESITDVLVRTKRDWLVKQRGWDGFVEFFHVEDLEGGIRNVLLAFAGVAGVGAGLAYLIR
# GLD-1 RNA inh = GLD-1/TGE RNA complex disruptors, primary screen, biochemical, fluorescence polarization; purified GLD-1 + fluorescein TGE RNA; inhibition, % at 5.96 µM; 320,000 tested, 0.44% active; AID 2280, 2010;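 active = percent inhibition above a per-plate cutoff, the plate mean of test compounds plus 3 SD, cut at about 30% in these data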;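 also: 0% = DMSO wells with GLD-1 and probe and 100% = wells lacking GLD-1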
# AHR activator = AHR activators, primary screen, cell-based, luminescence, luciferase reporter, human; Aryl hydrocarbon receptor (Homo sapiens), P35869; AHR-responsive luciferase reporter cells; activation, % at 5 µM; 320,000 tested, 2.5% active; AID 2796, 2010; in the data active = activation above about 47%;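 also: 0% = vehicle wells and 100% = reference agonist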
# PME-1 inh = PME-1 inhibitors via competitive probe labeling, primary screen, biochemical, fluorescence polarization, FP-Rh probe, HTS; inhibition, % at 5.9 µM; 320,000 tested, 0.53% active; Protein phosphatase methylesterase 1 (Homo sapiens), Q9Y570; recombinant PME-1;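 active = inhibition above the campaign mean of all compounds plus 3 SD, cut at about 26% in these data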;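 also: competitive labeling of PME-1 active site by serine hydrolase directed probe; 0% = PME-1 with DMSO and 100% = wells lacking PME-1 enzyme; inhibitors block probe labeling so polarization falls and inhibition rises; many of its hits are not listed in these tables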
# Starred values were filed as active, the others as inactive; x = no result given; & = joins results of further samples. An excerpt; the hit share may differ from the screen's.
1. COc1ccccc1/C=C(\NC(=O)c1ccccc1)C(=O)NCc1ccco1
2. COc1ccc(NC(=O)CN2CCN(CC(=O)Nc3ccc(OC)c(OC)c3)CC2)cc1
3. COc1ccccc1CNC(=O)CCc1cn(C)c2ccccc12
4. Cc1cccc(C(=O)NCC(=O)OCC(=O)N2CCc3ccccc32)c1
5. CCOc1ccc(CN(C)CC(=O)NNC(=O)c2ccc(Cl)cc2)cc1OC
6. CC(CN1CCOCC1)OC(=O)C1COc2ccccc2O1 (stereo not given)

Assay by compound,1,2,3,4,5,6
pPAFAH inh,1.9,3.5,3.1,1.8,19.8,-8.7
PAFAH1B2 FP inh,3.1,0.9,4.2,7.5,0.8,-0.7
Fam108B counter,-2.3,0.5,-1.5,-0.6,3.0,-5.1
MEX-5 binding,-0.5,x,-1.2,0.8,-3.8,-1.0
Bcl-xL primary,-0.6,8.9,-2.2,5.6,2.5,4.9
MCL1-BIM inh,0.3,2.1,-8.5,-3.2,4.3,1.7
GLD-1 RNA inh,4.4,2.8,-7.4,2.9,0.8,6.5
AHR activator,2.3,-0.3,13.4,1.1,2.2,-0.5
PME-1 inh,-3.7,4.0,-0.6,-3.4,-4.9,3.3

7. Cc1ccc(OCC(=O)Nc2ccc(CN3CCOCC3)cc2)cc1
8. Cc1ccc(C(=O)OCC(=O)Nc2sccc2C(N)=O)cc1NC(=O)c1ccco1
9. CC(/C=N/NC(=O)c1cccnc1)=C\c1ccco1
10. COc1ccc(N/N=C(\C#N)C(=N)N2CCCCC2)cc1
11. O=C(COC(=O)C1CCN(c2ccc(C(F)(F)F)cn2)CC1)Nc1ccc(Cl)cc1
12. CCNC(=S)N(CCc1c(C)[nH]c2ccc(Cl)cc12)Cc1cccnc1

Assay by compound,7,8,9,10,11,12
pPAFAH inh,0.7,1.2,4.3,11.3,10.1,15.0
PAFAH1B2 FP inh,2.5,-1.3,-0.5,3.0,1.6,0.5
Fam108B counter,2.9,-10.7,-1.1,3.6,-11.3,-4.0
MEX-5 binding,0.2,-1.2,-1.9,-0.5,0.5,0.3
Bcl-xL primary,7.5,9.9,7.1,2.1,2.5,0.7
MCL1-BIM inh,7.8,-3.3,5.6,-1.3,4.4,0.4
GLD-1 RNA inh,3.5,-0.9,8.7,2.9,3.0,7.1
AHR activator,-1.5,-2.1,8.6,13.7,-1.8,22.1
PME-1 inh,-2.9,-30.2,-2.4,5.0,-8.9,5.1

# Reprinted at random: two compounds from above, in no set order.
8. Cc1ccc(C(=O)OCC(=O)Nc2sccc2C(N)=O)cc1NC(=O)c1ccco1
5. CCOc1ccc(CN(C)CC(=O)NNC(=O)c2ccc(Cl)cc2)cc1OC

Assay by compound,8,5
pPAFAH inh,1.2,19.8
PAFAH1B2 FP inh,-1.3,0.8
Fam108B counter,-10.7,3.0
MEX-5 binding,-1.2,-3.8
Bcl-xL primary,9.9,2.5
MCL1-BIM inh,-3.3,4.3
GLD-1 RNA inh,-0.9,0.8
AHR activator,-2.1,2.2
PME-1 inh,-30.2,-4.9

# More results
13. CSc1n[nH]c(-c2sccc2OCc2ccc(C)cc2)n1
14. O=C(C[n+]1cc(-c2ccc(Cl)cc2)n2c1CCC2)Nc1nc(-c2ccccc2)cs1
15. CC(NC(=O)c1cc(S(=O)(=O)N2CCOCC2)ccc1F)c1ccc(-n2ccnc2)cc1 (stereo not given)
16. Cc1cccc(C(=O)N2CCN(c3ccc(N4CCOCC4)nn3)CC2)c1
17. COc1ccc(C(CNC(=O)CNC(=O)c2ccccc2Cl)N2CCCC2)cc1 (stereo not given)
18. Cn1c(=O)c2c(nc(N3CCN(C(=O)c4ccco4)CC3)n2CCSc2ncccn2)n(C)c1=O

Assay by compound,13,14,15,16,17,18
pPAFAH inh,4.3,10.0,0.3,4.2,4.2,3.9
PAFAH1B2 FP inh,6.2,-2.2,0.9,-1.2,5.0,4.0
Fam108B counter,-1.4,-0.4,x,-3.6,1.9,-0.7
MEX-5 binding,1.9,2.0,x,0.5,2.8,0.4
Bcl-xL primary,1.0,-6.8,-4.7,2.9,3.6,2.2
MCL1-BIM inh,1.1,-2.1,-17.6,2.9,-3.1,0.3
GLD-1 RNA inh,3.8,0.5,6.2,-3.5,3.4,3.9
AHR activator,22.7,12.5,8.9,-1.3,-0.2,3.2
PME-1 inh,5.1,3.9,5.3,-4.0,-1.0,-3.8

19. O=C(Nc1ccc2c(c1)OCCO2)C1CCCC1
20. CN(C)CCCNC(=O)/C=C/c1ccc2c(c1)OCO2
21. Cc1cc(=O)oc2cc(OC(C)C)ccc12
22. CCOC(=O)N1CCC(NC(=O)C2CCCN(Cc3nc(-c4cccc(C)c4)oc3C)C2)CC1 (stereo not given)
23. Cc1ccc(OCCCn2c(=O)sc3ccccc32)cc1
24. CCCCNC(=O)OC(C)CNC(=O)OC (stereo not given)

Assay by compound,19,20,21,22,23,24
pPAFAH inh,-0.2,-1.6,5.8,7.3,1.6,4.2
PAFAH1B2 FP inh,4.9,-1.3,4.0,0.6,-0.1,-4.0
Fam108B counter,x,3.1,1.8,1.7,1.8,1.7
MEX-5 binding,x,2.2,2.1,-0.2,1.9,-2.2
Bcl-xL primary,2.4,6.4,1.5,-0.3,2.9,0.1
MCL1-BIM inh,2.3,12.7,3.7,-4.7,3.2,0.2
GLD-1 RNA inh,-2.4,-2.0,-3.6,-10.8,5.9,-1.0
AHR activator,1.2,-0.7,-6.5,1.6,1.4,0.0
PME-1 inh,-1.1,4.9,0.2,0.1,-3.9,7.8

# 10 compounds already listed, sorted by length of the SMILES, smallest number first.
24. CCCCNC(=O)OC(C)CNC(=O)OC (stereo not given)
19. O=C(Nc1ccc2c(c1)OCCO2)C1CCCC1
23. Cc1ccc(OCCCn2c(=O)sc3ccccc32)cc1
20. CN(C)CCCNC(=O)/C=C/c1ccc2c(c1)OCO2
13. CSc1n[nH]c(-c2sccc2OCc2ccc(C)cc2)n1
16. Cc1cccc(C(=O)N2CCN(c3ccc(N4CCOCC4)nn3)CC2)c1
17. COc1ccc(C(CNC(=O)CNC(=O)c2ccccc2Cl)N2CCCC2)cc1 (stereo not given)
15. CC(NC(=O)c1cc(S(=O)(=O)N2CCOCC2)ccc1F)c1ccc(-n2ccnc2)cc1 (stereo not given)

Assay by compound,24,19,23,20,13,16,17,15
pPAFAH inh,4.2,-0.2,1.6,-1.6,4.3,4.2,4.2,0.3
PAFAH1B2 FP inh,-4.0,4.9,-0.1,-1.3,6.2,-1.2,5.0,0.9
Fam108B counter,1.7,x,1.8,3.1,-1.4,-3.6,1.9,x
MEX-5 binding,-2.2,x,1.9,2.2,1.9,0.5,2.8,x
Bcl-xL primary,0.1,2.4,2.9,6.4,1.0,2.9,3.6,-4.7
MCL1-BIM inh,0.2,2.3,3.2,12.7,1.1,2.9,-3.1,-17.6
GLD-1 RNA inh,-1.0,-2.4,5.9,-2.0,3.8,-3.5,3.4,6.2
AHR activator,0.0,1.2,1.4,-0.7,22.7,-1.3,-0.2,8.9
PME-1 inh,7.8,-1.1,-3.9,4.9,5.1,-4.0,-1.0,5.3

22. CCOC(=O)N1CCC(NC(=O)C2CCCN(Cc3nc(-c4cccc(C)c4)oc3C)C2)CC1 (stereo not given)
18. Cn1c(=O)c2c(nc(N3CCN(C(=O)c4ccco4)CC3)n2CCSc2ncccn2)n(C)c1=O

Assay by compound,22,18
pPAFAH inh,7.3,3.9
PAFAH1B2 FP inh,0.6,4.0
Fam108B counter,1.7,-0.7
MEX-5 binding,-0.2,0.4
Bcl-xL primary,-0.3,2.2
MCL1-BIM inh,-4.7,0.3
GLD-1 RNA inh,-10.8,3.9
AHR activator,1.6,3.2
PME-1 inh,0.1,-3.8

# Carrying on:
25. CCCCN(C(=O)c1cc(S(=O)(=O)N2CCCCCC2)ccc1OC)c1c(N)n(CCC)c(=O)[nH]c1=O
26. O=C(NNC(=O)c1cccs1)c1ccco1
27. COc1ccc(NC(=O)C2CCC(CNc3c(N4CCCCC4)c(=O)c3=O)CC2)cc1OC (stereo not given)
28. Cc1ccc(-c2nn3c(C)nnc3c3ccccc23)cc1S(=O)(=O)NC(C)(C)CO
29. COc1ccc2c(C(=O)CN3CCN(CCO)CC3)c[nH]c2c1
30. CC(=O)Nc1nc(C)c(CCC2OCCO2)c(=O)[nH]1
31. Cn1cccc1C(=O)/C(C#N)=C/c1ccc(F)cc1

Assay by compound,25,26,27,28,29,30,31
pPAFAH inh,3.8,0.3,4.5,1.6,-6.7,7.2,2.4
PAFAH1B2 FP inh,8.2,5.1,6.2&0.0,7.5,2.5,5.9,-2.3
Fam108B counter,-0.2,3.8,-2.8,2.3,5.1,0.6,-5.9
MEX-5 binding,-1.2,-5.9,-2.5,-1.7,0.9,0.9,11.3
Bcl-xL primary,2.0,0.8,6.9,1.8,-1.6,-0.9,-28.0
MCL1-BIM inh,-6.1,-0.1,5.4,4.8,4.8,-4.7,-53.4
GLD-1 RNA inh,1.2,2.7,-0.1,10.9,-4.3,2.6,-32.1
AHR activator,-3.7,5.0,-1.6,2.0,11.3,1.2,5.4
PME-1 inh,-4.5,2.1,-0.8,4.9,-3.3,0.2,-1.3
